# OX1R antag = blocks the human orexin 1 receptor | CHO/OX1R cells, Fluo-8 calcium fluorescence, orexin A | inhibition, % at 5 µM | 330,000 tested, 0.43% active | AID 434989;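 active = inhibition above its plate's threshold, mean inhibition of all tested compounds on the plate plus 3 SD, cut at about 37% in these data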;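 also: 0% = orexin A challenge wells and 100% = SB-334867-A antagonist wells; not every result past the cut was called active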
# Target sequence (O43613 whole entry, looked up): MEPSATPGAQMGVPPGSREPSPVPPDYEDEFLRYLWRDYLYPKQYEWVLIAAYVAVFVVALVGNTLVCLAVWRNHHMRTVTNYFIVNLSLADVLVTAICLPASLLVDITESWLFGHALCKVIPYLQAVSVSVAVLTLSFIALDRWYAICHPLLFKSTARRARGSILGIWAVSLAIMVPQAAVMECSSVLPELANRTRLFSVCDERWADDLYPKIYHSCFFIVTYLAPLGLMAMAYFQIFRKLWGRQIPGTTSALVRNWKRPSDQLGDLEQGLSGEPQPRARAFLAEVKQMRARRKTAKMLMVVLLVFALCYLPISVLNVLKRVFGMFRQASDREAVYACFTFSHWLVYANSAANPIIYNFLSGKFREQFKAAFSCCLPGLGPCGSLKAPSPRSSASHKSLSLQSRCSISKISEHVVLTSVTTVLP
# CHT PAM = human CHT allosteric activation. AID 488977. CHT-expressing cells, membrane potential dye, choline EC20; hits give high values; LV-AA mutant CHT in HEK293 cells. B-score at 10 µM. 310,000 tested, 0.49% active;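 active = initial fluorescence not abnormally high and integrated response B-score, plate-corrected, over 3 SD above library mean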
# Target sequence (Q9GZV3 whole entry, looked up): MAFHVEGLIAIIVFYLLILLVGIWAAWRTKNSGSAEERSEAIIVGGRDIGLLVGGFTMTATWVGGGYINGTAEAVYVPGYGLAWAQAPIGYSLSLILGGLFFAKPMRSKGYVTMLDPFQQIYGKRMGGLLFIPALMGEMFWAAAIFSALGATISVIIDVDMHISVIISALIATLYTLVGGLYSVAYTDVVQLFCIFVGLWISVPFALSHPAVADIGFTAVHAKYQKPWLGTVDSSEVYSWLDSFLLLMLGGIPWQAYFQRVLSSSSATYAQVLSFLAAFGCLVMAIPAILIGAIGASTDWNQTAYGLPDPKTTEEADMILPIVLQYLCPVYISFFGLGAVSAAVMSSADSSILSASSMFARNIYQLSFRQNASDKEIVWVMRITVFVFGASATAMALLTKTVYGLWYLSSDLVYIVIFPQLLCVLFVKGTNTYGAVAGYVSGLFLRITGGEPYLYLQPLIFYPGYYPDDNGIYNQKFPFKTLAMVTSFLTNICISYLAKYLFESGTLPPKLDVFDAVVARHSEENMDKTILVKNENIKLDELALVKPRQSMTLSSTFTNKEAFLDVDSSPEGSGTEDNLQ
# * = called active by the depositor; i = inactive; x = not tested or not shown.
# Preview (four entries):
# Results follow in this order: OX1R antag, CHT PAM
Nc1nc(CN2CCN(C(c3ccccc3)c3ccccc3)CC2)nc(Nc2ccccc2)n1
 : -10.8, i
Cc1ccc(CNc2cc(C(=O)O)ccc2Cl)s1
 : -6.0, i
Cc1cc(NS(=O)(=O)c2ccc(NC(=O)CCCOc3ccccc3C)cc2)nc(C)n1
 : -23.1, i
COC(=O)CSc1nnc(-c2ccccn2)n1N
 : -19.4, i

# All compounds of this part, repeating the preview:
# Results follow in this order: OX1R antag, CHT PAM
Nc1nc(CN2CCN(C(c3ccccc3)c3ccccc3)CC2)nc(Nc2ccccc2)n1
 : -10.8, i
Cc1ccc(CNc2cc(C(=O)O)ccc2Cl)s1
 : -6.0, i
Cc1cc(NS(=O)(=O)c2ccc(NC(=O)CCCOc3ccccc3C)cc2)nc(C)n1
 : -23.1, i
COC(=O)CSc1nnc(-c2ccccn2)n1N
 : -19.4, i
CC1CCCCN1C(=O)COC(=O)c1ccc2ccccc2n1 (stereo not drawn)
 : -21.9, x
Cc1cc(C(=O)OCC(=O)Nc2c(Cl)cccc2Cl)c(C)o1
 : -26.9, x
CCNC(=O)N(C)C[C@H]1N[C@@](CC)(C(=O)OC)[C@H]2C(=O)N(Cc3ccccc3)C(=O)[C@@H]12
 : -4.3, x
CSCC(=O)N1CCCC(N2CCN(c3cccc(C(F)(F)F)c3)CC2)C1 (stereo not drawn)
 : -26.9, i
OCCN(Cc1ccccc1)Cc1cccc(Cl)c1Cl
 : 0.4, i
O=C(NNC(=O)c1ccccc1O)c1ccco1
 : -6.5, i
COc1ccc(N2C(=O)C3CC(C)=C(C)CC3C2=O)c(OC)c1 (stereo not drawn)
 : 2.2, i
Cc1nc2ccc(S(=O)(=O)NCC(=O)N3CCOCC3)cc2s1
 : 1.0, i
CC(Nc1[nH]c(=O)n(C)c(=O)c1N=O)c1ccccc1 (stereo not drawn)
 : -9.5, i
O=C(COC(=O)CNC(=O)c1ccccc1F)Nc1cccc(S(=O)(=O)N2CCCCCC2)c1
 : -21.9, i
Cc1nn(-c2ccc(C(=O)O)cc2)c(N)c1-c1ccccc1
 : 2.6, i
CCCCC(=O)Nc1cccc(C(=O)Nc2ccccc2C(=O)O)c1
 : -23.4, i
COC(=O)C1C(O)=C(C=Nc2cccc3ccccc23)C(=O)CC1(C)C (stereo not drawn)
 : -45.0, i
CCOc1ncccc1C(=O)Nc1ccc(S(=O)(=O)NC2=NCCCCC2)cc1
 : -20.5, i
CC/C(=N\NC(=S)Nc1cc(C)ccc1C)c1ccc(OC(F)F)cc1
 : -16.5, i
Cc1cc(Br)ccc1NC(=O)CN1CCN(c2ccccn2)CC1
 : -20.4, i
Cc1cc(C(=O)CCC(=O)N2CCN(c3ccccc3)CC2)c(C)s1
 : -32.1, i
O=C(CN1C(=O)c2ccccc2C1=O)NCCc1c[nH]c2ccc(Cl)cc12
 : -6.6, i
O=C(/C=C/Nc1nccs1)C(F)(F)Cl
 : -15.3, i
COc1ccc(CNC(=O)C23CN(Cc4ccccc4)CC2C(c2ccc([N+](=O)[O-])cc2)=NO3)cc1 (stereo not drawn)
 : -21.7, i
Cc1ccc(S(=O)(=O)NCC(=O)N(CC(=O)NCC2CCCO2)C2CCCC2)cc1 (stereo not drawn)
 : -18.8, i
S=c1[nH]ccn1-c1c(Cl)cccc1Cl
 : 4.3, i
COc1ccc(NC(=O)CSc2nc(C)cs2)c([N+](=O)[O-])c1
 : -8.6, x
Cc1cc(C)nc(SCC(=O)c2ccc(Cl)cc2)n1
 : -23.8, i
N#CCOC(=O)[C@H](Cc1ccccc1)N1C(=O)c2ccccc2C1=O
 : -10.2, i
Cc1c(NC(=O)C(C)OC(=O)/C=C/c2ccc3c(c2)OCO3)c(=O)n(-c2ccccc2)n1C (stereo not drawn)
 : -30.9, i
O=C(Nc1cccc(-c2nc3ccccc3c(=O)o2)c1)c1ccccc1
 : 8.2, i
CCOC(=O)n1c(=O)n(Cc2ccccc2C)c2ccccc21
 : -58.5, i
COc1cccc(C(=O)O/N=C(\N)Cc2ccc(Cl)cc2)c1
 : -12.3, i
Cc1ccc2nc(N3CCOCC3)c(C=O)cc2c1
 : -24.8, i
O=C(NC(Cc1ccccc1)C(=O)NCCc1ccccn1)c1ccccc1 (stereo not drawn)
 : -41.4, i
CC1CCCN(C(=S)NCc2ccccc2)C1 (stereo not drawn)
 : -14.2, i
COc1ccccc1C1=CN(Cc2ccccc2)CCC1=O
 : -12.5, x
CC(=O)N[C@H]1[C@H](Oc2ccc3c(c2)CCC2C3CC[C@]3(C)C(=O)CCC23)O[C@H](CO)[C@@H](O)[C@@H]1O (stereo partly drawn)
 : -11.0, i
O=C(O)c1ccc(CSc2nnc(-c3ccncc3)n2-c2ccc(Br)cc2)cc1
 : 2.5, i
CC(C)C(NC(=O)CNC(=O)OC(C)(C)C)C(=O)NCc1ccc(Cl)cc1 (stereo not drawn)
 : -14.8, i
Cc1ccc(C(=O)O)cc1NC(=O)C1=CSCCO1
 : -15.7, i
O=S(=O)(c1ccc(F)cc1)c1nc(-c2ccccc2)oc1N1CCOCC1
 : -8.4, i
Cc1ccccc1C(=O)NC=C1C(=O)OC(C)(C)OC1=O
 : 0.0, i
O=C(c1cc([N+](=O)[O-])ccc1Cl)N1CCN(c2ccc(F)cc2)CC1
 : -20.5, i
CCOC(=O)[C@H]1[C@H]2COc3cc(OC)ccc3[C@@H]2N2C(=O)CN(C)C(=O)[C@@]12C
 : -3.4, x
Cc1c(Cl)cccc1NC(=S)NCC(O)c1ccccc1 (stereo not drawn)
 : -17.7, i
O=C(CSC1=NCCN1)Nc1cccc([N+](=O)[O-])c1
 : -10.5, 6.68*
CCOC(=O)C1(Cc2cccc(Cl)c2)CCCN(C(=O)c2cccc(C)n2)C1 (stereo not drawn)
 : -14.2, i
Cc1cccn2c(CN(C)C3CCCc4ccccc43)c(C(=O)N3CCOCC3)nc12 (stereo not drawn)
 : -27.0, i
Cc1c(NS(=O)(=O)c2ccc(NCCN3CCOCC3)c([N+](=O)[O-])c2)c(=O)n(-c2ccccc2)n1C
 : -10.9, i

# Next compounds follow:
# Results follow in this order: OX1R antag, CHT PAM
Cn1c(=O)c2c(nc(NCCc3ccccc3)n2Cc2ccc(F)cc2)n(C)c1=O
 : -41.8, i
COc1ccc(C(=S)N2CCOCC2)cc1OC(=O)c1cc(OC)c(OC)c(OC)c1
 : -23.9, i
O=C(/C=C/c1ccc(Cl)cc1)c1ccc([N+](=O)[O-])o1
 : -3.3, i
COc1ccc(NC(=O)C2CC(=O)N(c3ccccc3C)C2)c(OC)c1 (stereo not drawn)
 : -13.1, i
CCNS(=O)(=O)c1c(C)cc(N2CCCC2=O)cc1C
 : 3.2, i
Clc1ccc(CNCCCSc2ncccn2)cc1
 : -16.2, i
COCCNC(=O)C1CC(c2ccc(C(F)(F)F)cc2)=NO1 (stereo not drawn)
 : 4.3, i
Cc1ccc(NCc2nnc(SCC(=O)Nc3nnc(C)s3)n2C)cc1
 : 7.1, i
c1ccc(CSc2nnnn2-c2cccc3ccccc23)nc1
 : -12.3, i
CC(C)c1nc2ccccn2c1NC1CCCCC1
 : -10.7, i
O=C(N/N=C/c1cccc2ccccc12)c1ccccc1Cl
 : x, i
COc1ccc(NC(=O)CSc2nnc(CNc3ccc(C)cc3)n2C)cc1
 : -19.9, i
Cc1cc(C)cc(NC(=O)c2ccc(S(=O)(=O)N(C)CC3CCCO3)cc2)c1 (stereo not drawn)
 : -17.4, i
COC(=O)C(CC(=O)O)NCc1ccco1 (stereo not drawn)
 : 2.4, i
O=C(CN1C(=O)c2ccccc2S1(=O)=O)c1ccc(O)c(O)c1
 : -6.4, i
CCOC(=O)C1(CCOc2ccccc2)CCN(Cc2ccc(O)c(OC)c2)CC1
 : -3.5, i
CCOC(=O)c1cnc(SCC(C)C)nc1N
 : -9.1, i
Cc1ccc(NC(=O)c2ccc(COc3ccc4c(c3)CCC4)cc2)c(C)c1
 : -19.1, i
CN(C)CCCNc1ncnc2c1cnn2-c1ccccc1
 : -13.9, i
CC(OC(=O)C1CCCCC1)c1nc2ccccc2[nH]1 (stereo not drawn)
 : 3.3, i
O=C(Nc1nc2ccccc2[nH]1)c1ccc([N+](=O)[O-])cc1
 : -3.5, i
CCN=c1scc(C)n1/N=C/c1cc(Br)c(O)c(Br)c1
 : -15.1, i
C/C(=N\NC(=O)CNC(=O)C1COc2ccccc2O1)c1ccc(Cl)cc1 (stereo not drawn)
 : -15.6, i
COc1cc(NC(=O)c2cccc(C)c2)ccc1NC(=O)c1cc2ccccc2o1
 : -10.9, i
c1cncc(CNc2ccc3c(c2)OCO3)c1
 : -27.2, i
Cc1ccccc1S(=O)(=O)Nc1nc2ccccc2nc1NCCO
 : -19.6, i
CCC(C)c1ccc(O)c(NC(=O)c2cncc(Br)c2)c1 (stereo not drawn)
 : -9.4, i
COc1ccc(-c2c3c(cc4ncn(Cc5ccccc5)c24)COC3=O)cc1
 : -17.2, x
CCS(=O)(=O)CCSC1OC(COC(C)=O)C(OC(C)=O)C(OC(C)=O)C1OC(C)=O (stereo not drawn)
 : -11.2, i
CCN(CC(=O)Nc1ccccc1OC)C(=O)C1CCC1
 : -10.3, i

# A few values from the results shown:
# `CCN(CC(=O)Nc1ccccc1OC)C(=O)C1CCC1` in OX1R antag shows -10.3
# `COc1cc(NC(=O)c2cccc(C)c2)ccc1NC(=O)c1cc2ccccc2o1` in OX1R antag shows -10.9
# `O=C(Nc1nc2ccccc2[nH]1)c1ccc([N+](=O)[O-])cc1` in OX1R antag shows -3.5
# `COc1ccc(-c2c3c(cc4ncn(Cc5ccccc5)c24)COC3=O)cc1` in OX1R antag shows -17.2

# (cont.)
# Results follow in this order: OX1R antag, CHT PAM
Cc1ccc(C)c(/C=N/NC(=S)NC(C)C)c1
 : -37.4, i
CCc1cc(=O)oc2c(C)c(OCC(=O)NCc3ccccn3)ccc12
 : -9.8, i
CSc1cccc(NC(=S)N(CCCN2CCCC2)Cc2cccn2Cc2ccc(Cl)cc2)c1
 : -9.1, i
Cc1cccc(Cc2cnc(N3C(=N)SC(c4ccccc4)C3=O)s2)c1 (stereo not drawn)
 : 7.3, i
CC(Sc1nc2sccc2c(=O)n1-c1ccccc1)C(N)=O (stereo not drawn)
 : -22.2, i
Cc1cc(C)cc(C(=O)NC(=S)Nc2ccc(-c3cc4ccccc4oc3=O)cc2)c1
 : -9.7, i
O=C(NCc1ccco1)C(=O)c1c[nH]c2ccccc12
 : 5.5, i
CCOC(=O)CC(NC(=O)c1cc2ccccc2oc1=O)c1cccc([N+](=O)[O-])c1 (stereo not drawn)
 : -10.2, i
Cc1ccc(OCCn2cc(/C=C3\C(=O)NN(c4ccccc4)C3=O)c3ccccc32)cc1
 : -12.6, i
CC(=O)NCCC(=O)Nc1cc(S(=O)(=O)N2CCCCC2)ccc1Oc1cccc(C)c1
 : x, i
Cc1ccc(NC(=O)Cc2c[nH]c3ccccc23)cc1S(=O)(=O)N1CCCCCC1
 : -15.7, i
CCSc1nnc(NC(=O)C(C)C)s1
 : -17.1, i
Cc1onc(-c2c(F)cccc2Cl)c1C(=O)NNC(=O)C1CCN(Cc2cccc(F)c2)CC1
 : -13.5, i
N#Cc1cccc(CSc2ncnc(N)n2)c1
 : 6.1, i
COc1ccc(OCc2nnc(SCC(=O)NNC(=O)c3ccc(C)cc3)n2C)cc1
 : -16.2, i
Cc1ccc(S(=O)(=O)NCC(=O)N(CC2CCCO2)C(C(=O)NC2CCCCC2)C(C)C)cc1 (stereo not drawn)
 : -19.4, i
CC(C)Oc1ccc(NC(=O)Oc2ccccc2)cc1
 : -6.5, i
O=C(c1ccc(Br)o1)N1CCc2ccccc21
 : -21.1, i
O=C(NCCC1CCCCN1S(=O)(=O)c1ccc(Cl)cc1)C(=O)NCc1ccncc1 (stereo not drawn)
 : -38.6, i
O=C(c1ccccc1F)N1CCCC(C(=O)N2CCc3ccccc3C2)C1 (stereo not drawn)
 : -25.0, i
Cc1ccc(C(=O)NCC(=O)NCCc2ccc(S(N)(=O)=O)cc2)s1
 : -11.0, i
COc1ccc(S(=O)(=O)N(C)C[C@@H]2Oc3ccc(NS(=O)(=O)c4cn(C)cn4)cc3C(=O)N([C@@H](C)CO)C[C@@H]2C)cc1
 : -1.6, x
CCOP(=O)(c1ccccc1Cl)C1(O)CCCCC1 (stereo not drawn)
 : -3.2, i
O=C(CC(C(=O)O)c1ccccc1)c1cccs1 (stereo not drawn)
 : -17.1, i
CC(C)CN1C(=O)c2ccc(NC(=O)Cc3ccccc3)cc2C1=O
 : -5.5, i
CC(C)c1nnc(NC(=O)COc2ccccc2[N+](=O)[O-])s1
 : -10.7, i
CC(C)c1cccc(C(C)C)c1NC(=O)c1ccc(OCC(=O)NCc2ccccc2)cc1
 : 4.0, i
Cc1ccc(S(=O)(=O)N(CC(=O)Nc2ccc(Cl)c([N+](=O)[O-])c2)C2CCCCC2)cc1
 : 3.8, i
C#CC(C)(C)NC(=O)CSc1nc2c(c(=O)n(C)c(=O)n2C)n1CCCC
 : -16.3, i
CCOc1ccc(CCNC(=O)CS(=O)Cc2nc(-c3ccc(C)cc3)oc2C)cc1OCC (stereo not drawn)
 : -1.4, i
CN(C(=O)c1ccccc1)C1(C)CCS(=O)(=O)C1 (stereo not drawn)
 : -8.9, i
O=C(Nc1ccc(F)cc1)C(c1ccccc1)N1CCN(CC(=O)N2CCCC2)CC1 (stereo not drawn)
 : -22.5, x
O=C(CNC(=O)c1ccc(Br)cc1)NCC(=O)OCC(=O)c1ccc([N+](=O)[O-])cc1
 : -20.0, i
Nc1nc(-c2ccccc2Br)cs1
 : -7.1, i
OCC1(CCOc2ccccc2)CCN(Cc2cc(Cl)ccc2O)CC1
 : -21.0, i
O=C(COc1ccccc1Cl)Nc1ccc(C(=O)c2ccc(C(=O)O)cc2)cc1
 : -16.5, i
COc1cccc(NC(=O)c2cnc(SCC(=O)NCc3ccc4c(c3)OCO4)n(C)c2=O)c1
 : -7.3, i
O=C(CC1(O)C(=O)N(Cc2cccc3ccccc23)c2ccccc21)c1cccnc1 (stereo not drawn)
 : -41.8, i
CNC(=S)N/N=C/c1ccc(-c2ccc(Cl)c([N+](=O)[O-])c2)o1
 : -7.2, i
Cc1cc(C(=O)OCC(=O)NC(=O)NC(C)(C)C)c(C)o1
 : -17.3, i
